Screening results deposited in PubChem BioAssay by Sanford-Burnham Center for Chemical Genomics.
UBC13 polyUb: inhibitors of human UBC13 polyubiquitin chain formation; AID 485273; TR-FRET; inhibition, % at 20 µM; 330,000 tested, 0.47% active; in the data active means inhibition above about 45%, passing the limit was not always enough
HKDC1 inhibitor: inhibitors of human hexokinase HKDC1; recombinant HKDC1, G6PDH/diaphorase resazurin coupled fluorescence; inhibition, % at 20 µM; 340,000 tested, 0.16% active;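 active means inhibition above about 35% when tested at 20 µM, limit read from the data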;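 further: plate controls were DMSO wells with enzyme for no effect and DMSO wells lacking enzyme for full effect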
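Material: recombinant HKDC1 hexokinase; Amount: HKDC1 at 5 µg/mL; Medium: Tris pH 8.0 buffer with MgCl2, Tween-20, BSA, BME; Schedule: 90 min reaction incubation at room temperature, dark; Technique: coupled resazurin fluorescence, excitation 525 nm, emission 613 nm.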
SENP6 block: blocks the human protease SENP6; Q9GZR1; Recombinant SENP6 catalytic domain, aminoluciferin luminescence; inhibition, % at 10 µM; 330,000 tested, 1.8% active; AID 2599;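 active means inhibition above about 50% at the single tested dose, limit read from the data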;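 further: plate controls were DMSO wells with enzyme for no effect and DMSO wells lacking enzyme for full effect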
Target sequence (Q9GZR1 628-1112 limits assumed): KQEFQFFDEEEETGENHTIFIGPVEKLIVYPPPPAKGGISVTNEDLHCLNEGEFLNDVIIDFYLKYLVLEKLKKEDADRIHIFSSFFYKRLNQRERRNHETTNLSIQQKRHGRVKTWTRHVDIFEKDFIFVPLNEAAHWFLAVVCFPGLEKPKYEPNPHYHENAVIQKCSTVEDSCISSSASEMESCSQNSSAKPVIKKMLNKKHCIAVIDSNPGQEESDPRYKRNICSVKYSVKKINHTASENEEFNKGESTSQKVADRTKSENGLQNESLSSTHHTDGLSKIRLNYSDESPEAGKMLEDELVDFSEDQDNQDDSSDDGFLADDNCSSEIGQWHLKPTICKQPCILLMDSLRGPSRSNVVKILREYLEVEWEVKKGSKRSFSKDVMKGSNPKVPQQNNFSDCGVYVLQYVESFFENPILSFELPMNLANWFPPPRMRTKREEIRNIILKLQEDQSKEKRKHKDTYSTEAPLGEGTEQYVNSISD
PfGluPho inh: PfG6PD (Plasmodium falciparum) enzyme inhibition; PfGluPho enzyme, NADPH resazurin-diaphorase fluorescence; inhibition, % at 20 µM; 350,000 tested, 0.78% active; AID 504690;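 active means inhibition reaching at least a set limit at 20 µM in the primary screen, cut at about 59% in these data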;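 further: 0% = DMSO wells with substrate and 100% = DMSO wells lacking glucose-6-phosphate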
SENP8 block-1: SENP8 protease inhibition; inhibition, % at 10 µM; AID 2540; 330,000 tested, 1.2% active; purified SENP8, Z-RLRGG-aminoluciferin cleavage, luminescence; in the data active means inhibition above about 50%
beta cell repl: induces beta-cell replication in MIN6 cells; proliferation, % at 10 µM; 330,000 tested, 0.29% active; AID 2380; MIN6 cells proliferation, ATPlite luminescence, 48 h; cells starved in 0.2% serum; 100% = growth in 10% serum;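 active means compounds whose signal lies at least 3.5 SD above the mean of all wells on their plate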;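 further: 0% = DMSO-treated cells in low-serum medium and 100% = 10% serum control; some compounds called inactive have numbers as strong as hits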
SENP1 FRET inh: SENP1 (human) catalytic domain inhibition | Q9P0U3 | recombinant SENP1 catalytic domain, CyPet-SUMO1-YPet FRET cleavage | inhibition, % at 10 µM | 360,000 tested, 0.21% active | AID 624204;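 active means inhibition at least 30% at 10 µM, raw YFP signal under a set limit, fluorescence ratio 0.5 to 1.5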;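 further: 0% = enzyme with DMSO and 100% = no enzyme wells; some results filed as inactive read as strong as hits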
Target sequence (Q9P0U3 419-644 limits assumed): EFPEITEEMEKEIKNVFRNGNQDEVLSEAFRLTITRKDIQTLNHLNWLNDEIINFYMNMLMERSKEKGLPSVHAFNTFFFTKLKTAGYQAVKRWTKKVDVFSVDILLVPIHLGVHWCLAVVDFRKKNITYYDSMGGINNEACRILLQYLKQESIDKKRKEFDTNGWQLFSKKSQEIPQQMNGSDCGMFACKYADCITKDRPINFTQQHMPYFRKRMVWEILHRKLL
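Controls: no-enzyme wells low, DMSO-plus-enzyme wells high control. Test system: human recombinant His6-tagged SENP1 catalytic domain enzyme. Reagent: SFCypet-SUMO1-SFYpet FRET protein substrate, 25 nM final. Doses: one dose per compound, 10 µM, 0.5% DMSO. Detection: FRET, CFP and YFP emission. Timing: 50 min reaction at room temperature.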
SENP8 block-2: blocks human SENP8 cleavage of Nedd8 substrate. Q96LD8. recombinant SENP8, Nedd8 substrate fluorescence. inhibition, % at 20 µM. 360,000 tested, 0.64% active. AID 602440; in the data active means inhibition mostly above about 40%, no sharp cut-off; inactive means mostly below about 27%
SENP7 inh: blocks the human protease SENP7; Q9BQF6; recombinant SENP7, Z-RLRGG-aminoluciferin luminescence, 40 min; inhibition, % at 5 µM; 330,000 tested, 1.5% active; AID 434973;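 active means inhibition above about 50% at the single test dose, limit read from the data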;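 further: plate controls were DMSO with enzyme for no effect and no enzyme buffer wells for full effect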
Starred values were filed as active, the others as inactive; x = no result given. This is a subset; count on the stated rates, not on these rows.

SMILES	UBC13 polyUb	HKDC1 inhibitor	SENP6 block	PfGluPho inh	SENP8 block-1	beta cell repl	SENP1 FRET inh	SENP8 block-2	SENP7 inh
CN1CCN(c2nc(N)c(Br)c(Cl)n2)CC1	2	-8	-8	-3	-1	-2	0	23	0
C=CCn1c(O)c(C(C)=Nc2ccc3c(c2)CCC3)c(=O)[nH]c1=O	-1	-3	-27	8	-8	-1	0	4	-7
O=C1NC(=O)N(c2ccc(F)cc2)C(=O)/C1=C/c1ccsc1	-4	1	13	20	4	-3	-2	11	9
O=C(Nc1ccccc1)N1Cc2ccccc2-n2nncc2C1	x	-2	x	8	x	x	4	3	x
O=C1/C(=C/c2cc3c(cc2Cl)OCO3)N2CCC1CC2	-11	x	2	x	-5	0	x	x	7
Clc1cc(Cl)cc(NC2=NCCS2)c1	10	-1	-3	3	-2	-2	1	2	1
COc1ccc(CCn2c(O)c(C=Nc3ccc(NC(C)=O)cc3)c(=O)[nH]c2=O)cc1OC	-1	9	-7	10	2	-3	-14	-332	3
CCN1CCN(c2ccc(N)cc2)CC1	2	3	-10	13	-14	-1	1	12	-12
COCCNC(=O)c1c(NC(=O)c2ccc(Br)o2)n(Cc2ccccc2)c2nc3ccccc3nc12	-16	2	83*	-32	82*	-3	-28	-290	42
CC1=C(C/C(C)=C/c2ccccc2)/C(=C/CO)[C@H](O)[C@](C)(O)C12CC2	2	1	-2	16	4	-7	3	-2	-6
O=C(/C=C/c1ccc(F)cc1)NC(=S)N1C[C@H]2C[C@H](C1)c1cccc(=O)n1C2	-5	-5	0	0	1	-2	4	10	-5
COc1ccc(NC(=O)[C@@H](NC(=O)N2C[C@H]3C[C@@H](C2)c2cccc(=O)n2C3)C(C)C)cc1	1	-2	6	6	-1	-1	1	3	-11
C1CC2NCCC3NCCC(N1)N32 (stereo not drawn)	2	-4	-13	0	8	3	3	14	4
O=c1[nH]c(=S)n(-c2ccccc2)c(O)c1C=NCCN1CCNCC1	-7	-6	8	16	11	-1	1	29	-4
CCN(CC)C(=O)c1ccc(NC(=O)c2cccc(S(=O)(=O)N3CCN(Cc4ccccc4)CC3)c2)cc1	-1	0	-25	13	-9	-4	2	10	12
COc1ccc(OCCOc2cccc(C=C3C(=O)NC(=O)NC3=O)c2)cc1	-7	x	-5	x	-14	-4	x	x	-3
CCOC(=O)c1cn2nc(OP(=S)(OCC)OCC)cc2nc1C	-6	0	-12	5	-6	-1	0	-24	11
O=C(CN1CCCCC1)Nc1ccc(Br)cc1C(=O)c1ccccc1Cl	-1	2	-13	1	-2	-6	1	18	-1
CC(=O)c1cccc(NC2=NCC(C)S2)c1 (stereo not drawn)	5	-3	-21	-8	-1	2	1	9	2
COc1ccccc1N1CCN(Cc2ccccc2)CC1	-6	-2	-25	3	-1	-3	0	-1	8

Molecules above that have sulfur (7):
SMILES	UBC13 polyUb	HKDC1 inhibitor	SENP6 block	PfGluPho inh	SENP8 block-1	beta cell repl	SENP1 FRET inh	SENP8 block-2	SENP7 inh
O=C1NC(=O)N(c2ccc(F)cc2)C(=O)/C1=C/c1ccsc1	-4	1	13	20	4	-3	-2	11	9
Clc1cc(Cl)cc(NC2=NCCS2)c1	10	-1	-3	3	-2	-2	1	2	1
O=C(/C=C/c1ccc(F)cc1)NC(=S)N1C[C@H]2C[C@H](C1)c1cccc(=O)n1C2	-5	-5	0	0	1	-2	4	10	-5
O=c1[nH]c(=S)n(-c2ccccc2)c(O)c1C=NCCN1CCNCC1	-7	-6	8	16	11	-1	1	29	-4
CCN(CC)C(=O)c1ccc(NC(=O)c2cccc(S(=O)(=O)N3CCN(Cc4ccccc4)CC3)c2)cc1	-1	0	-25	13	-9	-4	2	10	12
CCOC(=O)c1cn2nc(OP(=S)(OCC)OCC)cc2nc1C	-6	0	-12	5	-6	-1	0	-24	11
CC(=O)c1cccc(NC2=NCC(C)S2)c1 (stereo not drawn)	5	-3	-21	-8	-1	2	1	9	2

Next section.
SMILES	UBC13 polyUb	HKDC1 inhibitor	SENP6 block	PfGluPho inh	SENP8 block-1	beta cell repl	SENP1 FRET inh	SENP8 block-2	SENP7 inh
COc1cccc(OCc2cc(C(=O)N3C[C@H]4C[C@@H](C3)c3cccc(=O)n3C4)no2)c1	-5	-3	18	-9	-5	3	-1	4	-10
CC(C)c1ccc(-n2c(O)c(C=NC(CCS(C)=O)C(=O)O)c(=O)[nH]c2=S)cc1 (stereo not drawn)	-5	-4	-26	-10	-7	-2	-1	17	-8
CCN1CCN(C(=O)COc2ccc(S(=O)(=O)N3CCOCC3)cc2C)CC1	3	-4	2	-16	7	0	0	11	3
OC(c1ccccc1)(c1ccccc1)C1CCCN1 (stereo not drawn)	2	-7	1	-2	0	-2	-2	16	5
CC1C2Cn3c(nc4ccccc43)C1N(C)O2 (stereo not drawn)	-3	-3	-6	4	-6	-3	-1	14	1
Cc1ccc(-n2c(-c3ccc([N+](=O)[O-])cc3)nc3ccccc3c2=O)cc1	-10	0	-5	25	2	0	3	15	-4
CN1CCN(Cc2ccc(OC(F)(F)F)cc2)CC1	-1	-6	-18	-17	-4	-4	0	17	-10
O=S(=O)(c1ccccc1)N1CN2CCN(C2)C1	5	-6	15	2	3	-2	3	22	6
CCCCn1c(O)c(C(CC)=NCc2ccc(F)cc2)c(=O)[nH]c1=O	-4	-2	-7	-10	-8	-3	3	23	-9
Cc1ccc(Cn2nnnc2CN2CCC(n3nnc4cc(C(F)(F)F)ccc43)CC2)cc1	7	6	3	31	0	-4	2	10	7
Fc1ccc2c(c1)nnn2C1CCN(Cc2nnnn2C2CCCCC2)CC1	31	5	-8	-1	-5	1	1	15	3
Cc1c(NP(=S)(C(C)(C)C)C(C)(C)C)c(=O)n(-c2ccccc2)n1C	-1	-6	5	-11	1	-2	0	5	0
CC(=O)O[C@@]12CO[C@@H]1C[C@H](OC1OCC(O)C(O)C1O)[C@@]1(C)C(=O)[C@H](O)C3=C(C)[C@@H](OC(=O)[C@H](O)[C@@H](NC(=O)c4ccccc4)c4ccccc4)C[C@@](O)([C@@H](OC(=O)c4ccccc4)C12)C3(C)C (stereo partly drawn)	6	-4	-17	6	-2	0	4	5	-14
O=C(C1CCCN(c2nnc(-n3cccc3)s2)C1)N1CCC2(CC1)OCCO2 (stereo not drawn)	0	-7	-7	-4	-5	7	2	-8	10
COc1ccc2c(c1)[C@@]13CCC=C[C@H]1[C@@H](C2)NCC3	7	-4	7	0	4	-7	0	6	6
COC(=O)C1=C(c2ccc(F)cc2F)C[C@@H]2CC[C@H]1N2C(=O)NC(C)C	8	-1	5	-8	3	2	2	7	10
CCC(=NCC1CCCO1)c1c(O)n(-c2ccc(Cl)cc2)c(=O)[nH]c1=O (stereo not drawn)	-3	-1	9	-15	0	-2	0	5	10
